ARFGAP1 inhibitor – inhibitors of rat ARFGAP1; Q62848; Arfgap1-stimulated ARF1 GTP hydrolysis, GDP FP detection; 360,000 tested, 0.26% active; AID 651572; inhibition, % at 16.5 µM;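 active means inhibition above a per-plate limit, mean inhibition of low control wells plus 3 SD, cut at about 25% in these data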;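 further: 0% = DMSO wells with enzyme and 100% = wells lacking Arfgap1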
Target sequence (Q62848 1-136 limits assumed): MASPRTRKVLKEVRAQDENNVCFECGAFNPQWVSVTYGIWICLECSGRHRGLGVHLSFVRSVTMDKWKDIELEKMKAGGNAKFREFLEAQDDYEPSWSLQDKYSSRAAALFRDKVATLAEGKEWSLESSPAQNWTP
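Replicates: Single well per compound | Assay system: Truncated rat Arfgap1 GAP domain | Control set: No-Arfgap1 wells (100%) versus DMSO full-reaction wells (0%) | Times: Enzyme reaction 120 min at 25 °C after 20 min preincubation | Reagent: Human ARF1(Δ1-17)-GTP substrate | Measured by: Tracer-displacement fluorescence polarization with EDTA stop, 620/688 nm | Measure: Percent inhibition of Arfgap1-stimulated GTP hydrolysis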
DDE Tn6 FP inh – DD(E)-Tn6 binding inhibition, primary FP screen | inhibition, % at 8.3 µM | P02675 | Fibrin DD(E) TRITC-Tn6 fluorescence polarization displacement | 370,000 tested, 0.21% active;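 active means inhibition above a per-campaign cutoff: mean of compounds within control limits plus 3 SD, cut at about 15% in these data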;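 further: 0% = median of all compound wells on the plate and 100% = blocking peptide control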
Target sequence (P02675 whole entry, looked up): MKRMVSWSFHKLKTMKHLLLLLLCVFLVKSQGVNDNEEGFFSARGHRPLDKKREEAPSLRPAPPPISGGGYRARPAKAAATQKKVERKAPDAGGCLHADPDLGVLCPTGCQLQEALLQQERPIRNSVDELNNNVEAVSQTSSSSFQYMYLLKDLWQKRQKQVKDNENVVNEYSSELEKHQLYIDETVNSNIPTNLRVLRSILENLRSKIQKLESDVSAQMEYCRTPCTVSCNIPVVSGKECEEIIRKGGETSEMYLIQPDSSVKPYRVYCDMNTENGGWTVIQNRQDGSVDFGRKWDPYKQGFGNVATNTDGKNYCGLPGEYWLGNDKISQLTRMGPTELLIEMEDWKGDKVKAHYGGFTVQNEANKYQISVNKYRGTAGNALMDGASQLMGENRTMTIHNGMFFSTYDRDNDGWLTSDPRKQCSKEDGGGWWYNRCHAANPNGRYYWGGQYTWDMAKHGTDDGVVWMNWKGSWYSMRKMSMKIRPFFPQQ
ADAM10 inh – ADAM10 inhibition, QFRET primary screen. recombinant ADAM10, EDANS/DABCYL FRET peptide cleavage, 3 h. inhibition, % at 7 µM. 370,000 tested, 0.62% active. AID 720582;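 active means inhibition above a per-campaign cutoff equal to the mean of compounds falling between control-based bounds plus 3 SD, cut at about 20% in these data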;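 further: 0% = DMSO wells while the 100% control is not disclosed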
ADAM17 inh – ADAM17 inhibition, QFRET primary screen. recombinant ADAM17, EDANS/DABCYL FRET peptide cleavage. 370,000 tested, 0.83% active. inhibition, % at 6.95 µM. P78536. AID 720648;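 active means inhibition above the mean of compounds lying between control limits plus 3 SD, set per campaign, cut at about 8.5% in these data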;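 further: 0% = DMSO-only wells as the low control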
PLC-beta3 inh – inhibitors of human phospholipase C beta3; inhibition, % at 12.2 µM; Q01970; Purified PLC-beta3, fluorogenic substrate, fluorescence; 370,000 tested, 0.18% active; in the data active means inhibition above about 11%;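 further: 0% = median of compound wells on plate and 100% = full blocker control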
Tn7 DDE FP – inhibitors of Tn7 peptide binding to human fibrin DD(E) | inhibition, % at 8.3 µM | AID 720508 | 370,000 tested, 0.13% active | FP displacement of FITC-Tn7 peptide from fibrin DD(E); 0% = median of compound wells per plate;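 active means inhibition above the mean of compounds falling within the control limits plus 3 SD of them, cut at about 14% in these data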;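 further: 0% = plate median of compound wells and 100% = 10 µM Aha-Tn7 peptide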
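Assay system: Human fibrin DD(E) protein | Medium: Tris buffer with calcium and detergent, pH 7.8 | Reagent: 0.1 µM fluorescent Tn7 | Compound dosing: Single point at 8.3 µM | Times: 10 min preincubation, 3 h with tracer, room temperature | Detection: Fluorescence polarization of the labelled Tn7 tracer | Controls: Aha-Tn7 high control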
ASAP1 inh – blocks human ASAP1-stimulated Arf1 GTP hydrolysis. Q9ULH1. GDP FP detection. inhibition, % at 16.5 µM. 360,000 tested, 0.19% active; in the data active means inhibition above about 25%;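 further: 0% = vehicle with enzyme and substrate and 100% = no enzyme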
TDP2 inh – TDP2 (human) inhibition, absorbance primary screen. O95551. recombinant TDP2, T5PNP hydrolysis, p-nitrophenol absorbance 415 nm. inhibition, % at 12.8 µM. 370,000 tested, 0.34% active. AID 720702;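 active means inhibition above the mean of all tested compounds plus 3 SD, set per campaign, cut at about 25% in these data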;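 further: 0% = DMSO with enzyme and 100% = buffer with substrate but no TDP2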
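Evaluation: % inhibition relative to enzyme-containing and enzyme-free wells. Material: recombinant human TDP2. Benchmarks: enzyme-free and DMSO wells. Timing: enzyme reaction with compound for 2 h at 37 °C. Compound dosing: 12.8 µM only. Measured by: p-Nitrophenol epi absorbance. Reagent: T5PNP substrate at 5 mM, a TopII-DNA adduct mimic. Replication: single well per compound.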
PLCg1 inh – inhibitors of human phospholipase C gamma1. P19174. purified PLC-gamma1, fluorogenic substrate, fluorescence. inhibition, % at 12.2 µM. 370,000 tested, 0.84% active. AID 720700; in the data active means inhibition above about 9.5%
SIAE inh – human SIAE inhibition, primary screen | SIAE FP-Rh probe binding, fluorescence polarization | Q9HAT2 | AID 1053197 | inhibition, % at 9.66 µM | 370,000 tested, 0.69% active;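 active means inhibition above a cutoff: mean of compounds within the control limits plus 3 SD of those, cut at about 17% in these data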;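 further: 0% = plate median of compound wells and 100% = probe without SIAE protein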
Active calls of the source: *; i = inactive.

1) COc1ccc(Cc2c(O)nc(SC)n(C(C)=O)c2=O)cc1
2) CC1(C(=O)Nc2cnc3ccccc3c2)CCN1CCc1ccccc1 (stereo not drawn)
3) COc1ccc(-c2cn(Cc3ccc(C)cc3)nn2)cc1
4) COc1cc2c(cc1OC)C(c1ccc(OC)c(OC)c1OC)CC(=O)N2 (stereo not drawn)
5) C/C=C/c1ccc2c(c1)O[C@@H](CN(C)C(=O)c1ccc(F)cc1)[C@@H](C)CN([C@H](C)CO)S2(=O)=O
entry no. | 1 | 2 | 3 | 4 | 5
ARFGAP1 inhibitor | -1 | -5 | -11 | 6 | 6
TDP2 inh | 9 | 2 | -1 | 9 | 9
Tn7 DDE FP | -5 | 1 | -5 | 4 | -7
PLC-beta3 inh | 3 | 1 | -2 | -4 | 5
PLCg1 inh | 1 | 2 | -1 | 1 | 5
ADAM17 inh | -5 | 2 | -5 | -4 | 3
ASAP1 inh | -1 | 7 | -5 | 0 | -3
SIAE inh | -1 | -1 | 1 | 5 | 5
DDE Tn6 FP inh | 0 | 5 | 3 | 6 | 0
ADAM10 inh | 1 | 3 | 1 | 3 | -6

6) O=[N+]([O-])c1cccc(/C=N/n2c(C3CCCCC3)n[nH]c2=S)c1
7) COc1cccc(C(=O)NCC(=O)N/N=C/c2cccc(OC(=O)c3ccc([N+](=O)[O-])cc3)c2)c1
8) Cc1cccc(NC(=O)c2sc(-c3ccccc3)nc2-c2ccc([N+](=O)[O-])cc2)c1
9) Nc1nc(SCc2ccc(Cl)cc2Cl)ns1
10) CCCCN(C)C(=O)c1nc2ccccn2c1CNC1CCC1
entry no. | 6 | 7 | 8 | 9 | 10
ARFGAP1 inhibitor | -2 | 0 | -3 | -1 | 3
TDP2 inh | 6 | 1 | 2 | -3 | -11
Tn7 DDE FP | 8 | -3 | -9 | 7 | -1
PLC-beta3 inh | 2 | 1 | 1 | -3 | -1
PLCg1 inh | 0 | 1 | 0 | -2 | 1
ADAM17 inh | 1 | -4 | 1 | 2 | -2
ASAP1 inh | -8 | 18 | 10 | 7 | -15
SIAE inh | 2 | 13 | -21 | -3 | -8
DDE Tn6 FP inh | -2 | -1 | -3 | 2 | 0
ADAM10 inh | -1 | -8 | -5 | 1 | 2

11) COc1ccc(C(=O)Nc2ccccc2NC(=O)c2ccco2)c(OC)c1
12) Cc1c(C(=O)N(Cc2ccc(N(C)C)cc2)C2CCS(=O)(=O)C2)oc2ccccc12 (stereo not drawn)
13) CC1CCN(c2c(NCC3CCC(C(=O)NC4CCCCCC4)CC3)c(=O)c2=O)CC1 (stereo not drawn)
14) Nc1c(C(=O)NCc2ccco2)c2nc3ccccc3nc2n1CCc1ccc(F)cc1
15) C=C(C)c1cccc(C(C)(C)NC(=O)NCc2ccc(OC)cc2)c1
entry no. | 11 | 12 | 13 | 14 | 15
ARFGAP1 inhibitor | 8 | -9 | 15 | -7 | 6
TDP2 inh | 8 | 5 | -4 | 1 | 2
Tn7 DDE FP | 4 | 0 | -1 | 9 | -7
PLC-beta3 inh | 0 | -6 | -4 | i | 5
PLCg1 inh | 2 | 1 | 1 | i | 3
ADAM17 inh | 1 | -3 | -1 | -418 | 3
ASAP1 inh | 11 | -5 | 9 | 7 | 6
SIAE inh | 8 | 4 | 2 | -4 | 3
DDE Tn6 FP inh | 1 | 3 | 3 | -4 | 2
ADAM10 inh | 4 | -3 | -3 | i | 7

16) O=C(COc1ccccc1CNCc1ccccc1)Nc1ccccc1
17) COc1ccc(N2CCN(C(=O)Cn3cnc4c3c(=O)n(C)c(=O)n4C)CC2)cc1
18) CCN(CC)S(=O)(=O)c1ccc(C(=O)NCC(=O)NCc2ccc3c(c2)OCO3)cc1
19) O=C(CSc1nnc(-c2c[nH]c3ccccc23)o1)N1c2ccccc2CCc2ccccc21
20) CN(C(=O)COC(=O)c1ccc2ccccc2n1)C1CCCCC1
21) NS(=O)(=O)c1ccc(CCn2c(=S)[nH]c3ccccc3c2=O)cc1
entry no. | 16 | 17 | 18 | 19 | 20 | 21
ARFGAP1 inhibitor | -8 | 3 | 7 | 7 | 11 | 0
TDP2 inh | 1 | -4 | 5 | 5 | -18 | 2
Tn7 DDE FP | -8 | 1 | 6 | 3 | -6 | 7
PLC-beta3 inh | 5 | 2 | -6 | 0 | 4 | -8
PLCg1 inh | 2 | 0 | -3 | -3 | 10* | 0
ADAM17 inh | -1 | 1 | -5 | 1 | 6 | -3
ASAP1 inh | 1 | 12 | -6 | 17 | -16 | -9
SIAE inh | -3 | 0 | 7 | -42 | 0 | 1
DDE Tn6 FP inh | 6 | 12 | -1 | -3 | -5 | 10
ADAM10 inh | 7 | -3 | -11 | 5 | -13 | -3

Entries shown so far that have nitrogen in an aromatic ring (twelve):
1) COc1ccc(Cc2c(O)nc(SC)n(C(C)=O)c2=O)cc1
2) CC1(C(=O)Nc2cnc3ccccc3c2)CCN1CCc1ccccc1 (stereo not drawn)
3) COc1ccc(-c2cn(Cc3ccc(C)cc3)nn2)cc1
6) O=[N+]([O-])c1cccc(/C=N/n2c(C3CCCCC3)n[nH]c2=S)c1
8) Cc1cccc(NC(=O)c2sc(-c3ccccc3)nc2-c2ccc([N+](=O)[O-])cc2)c1
9) Nc1nc(SCc2ccc(Cl)cc2Cl)ns1
10) CCCCN(C)C(=O)c1nc2ccccn2c1CNC1CCC1
entry no. | 1 | 2 | 3 | 6 | 8 | 9 | 10
ARFGAP1 inhibitor | -1 | -5 | -11 | -2 | -3 | -1 | 3
TDP2 inh | 9 | 2 | -1 | 6 | 2 | -3 | -11
Tn7 DDE FP | -5 | 1 | -5 | 8 | -9 | 7 | -1
PLC-beta3 inh | 3 | 1 | -2 | 2 | 1 | -3 | -1
PLCg1 inh | 1 | 2 | -1 | 0 | 0 | -2 | 1
ADAM17 inh | -5 | 2 | -5 | 1 | 1 | 2 | -2
ASAP1 inh | -1 | 7 | -5 | -8 | 10 | 7 | -15
SIAE inh | -1 | -1 | 1 | 2 | -21 | -3 | -8
DDE Tn6 FP inh | 0 | 5 | 3 | -2 | -3 | 2 | 0
ADAM10 inh | 1 | 3 | 1 | -1 | -5 | 1 | 2

14) Nc1c(C(=O)NCc2ccco2)c2nc3ccccc3nc2n1CCc1ccc(F)cc1
17) COc1ccc(N2CCN(C(=O)Cn3cnc4c3c(=O)n(C)c(=O)n4C)CC2)cc1
19) O=C(CSc1nnc(-c2c[nH]c3ccccc23)o1)N1c2ccccc2CCc2ccccc21
20) CN(C(=O)COC(=O)c1ccc2ccccc2n1)C1CCCCC1
21) NS(=O)(=O)c1ccc(CCn2c(=S)[nH]c3ccccc3c2=O)cc1
entry no. | 14 | 17 | 19 | 20 | 21
ARFGAP1 inhibitor | -7 | 3 | 7 | 11 | 0
TDP2 inh | 1 | -4 | 5 | -18 | 2
Tn7 DDE FP | 9 | 1 | 3 | -6 | 7
PLC-beta3 inh | i | 2 | 0 | 4 | -8
PLCg1 inh | i | 0 | -3 | 10* | 0
ADAM17 inh | -418 | 1 | 1 | 6 | -3
ASAP1 inh | 7 | 12 | 17 | -16 | -9
SIAE inh | -4 | 0 | -42 | 0 | 1
DDE Tn6 FP inh | -4 | 12 | -3 | -5 | 10
ADAM10 inh | i | -3 | 5 | -13 | -3

Screening data: PubChem BioAssay, The Scripps Research Institute Molecular Screening Center
